Bioassay records as filed in PubChem BioAssay.
CXCR6 block: blocks human CXCR6 beta-arrestin recruitment | inhibition, % at 20 µM | 360,000 tested, 0.36% active | O00574 | CHO-K1 PathHunter CXCR6 beta-arrestin, luminescence; in the data active = inhibition above about 34%, passing the limit was not always enough;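 note: antagonist mode with CXCL16 agonist at 10 nM final; 0% = 10 nM CXCL16 with DMSO and 100% = unstimulated wells without agonist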
Target sequence (O00574 whole entry, looked up): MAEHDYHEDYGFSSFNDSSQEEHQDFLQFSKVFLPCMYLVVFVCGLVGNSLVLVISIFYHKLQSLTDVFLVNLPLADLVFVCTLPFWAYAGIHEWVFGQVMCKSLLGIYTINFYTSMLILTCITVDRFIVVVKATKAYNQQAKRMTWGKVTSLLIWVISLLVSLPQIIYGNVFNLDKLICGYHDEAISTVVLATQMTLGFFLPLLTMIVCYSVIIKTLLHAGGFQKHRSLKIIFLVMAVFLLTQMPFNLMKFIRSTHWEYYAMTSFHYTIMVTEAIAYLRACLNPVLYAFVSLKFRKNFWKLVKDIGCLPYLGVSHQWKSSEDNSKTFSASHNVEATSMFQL
EBI2 antag: blocks human EBI2 receptor beta-arrestin signaling; 360,000 tested, 0.81% active; EBI2 beta-arrestin recruitment, luminescence, 7a,25-OHC stimulated; P32249; inhibition, % at 5 µM; AID 651636; in the data active = inhibition above about 38%;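 note: enzyme fragment complementation signal reports receptor beta-arrestin coupling in cells; 0% = agonist plus DMSO wells and 100% = wells without agonist; some results beyond the cut were filed as inactive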
Target sequence (P32249 whole entry, looked up, the tested form may be a part): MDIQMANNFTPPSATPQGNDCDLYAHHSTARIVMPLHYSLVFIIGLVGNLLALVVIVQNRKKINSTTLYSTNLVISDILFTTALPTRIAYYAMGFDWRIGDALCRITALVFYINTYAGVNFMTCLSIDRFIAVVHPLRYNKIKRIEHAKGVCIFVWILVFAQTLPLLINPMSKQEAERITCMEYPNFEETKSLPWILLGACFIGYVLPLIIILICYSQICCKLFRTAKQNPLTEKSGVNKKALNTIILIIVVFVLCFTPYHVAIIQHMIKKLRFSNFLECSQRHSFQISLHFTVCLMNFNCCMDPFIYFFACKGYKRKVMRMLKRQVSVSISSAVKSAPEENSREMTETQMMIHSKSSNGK
* hit, by the source's call. The list is partial; the hit share may differ from the screen's.

CXCR6 block,EBI2 antag,canonical_smiles
-2,-7,O=C(NC1CCCCC1)C1c2ccccc2OCC(=O)N1CCCN1CCOCC1 (stereo not given)
3,-7,CS(=O)(=O)c1ccc(Nc2nc(C(N)CCc3ccccc3)cs2)cc1 (stereo not given)
1,22,c1ccc(COc2ccc(-c3cc4nc(NCCOc5ccccc5)ccn4n3)cc2)cc1
-4,-22,COCCNC(=O)C1(C)CCN(C(=O)c2cccnc2Oc2ccccc2)C1 (stereo not given)
1,-4,Cc1ccc([C@H]2C[C@H](n3cc(COC(=O)c4ccccc4)nn3)[C@@H](O)CN2Cc2cccs2)cc1
5,-3,Cc1cc(C)c(NS(=O)(=O)c2ccccc2)c(C)n1
8,6,Cc1c(C(=O)NCc2ccc3c(c2)OCCO3)sc(=O)n1Cc1ccc2c(c1)OCO2
-6,-3,COc1ccc(NC(=O)COC(=O)C2COc3ccccc3O2)cc1 (stereo not given)
-7,-7,COc1cc(C=NCc2ccccc2)ccc1O
11,16,COc1cccc(-c2cnc3c(NC(C)=O)cc(-c4cccc(C(=O)N(C)C)c4)cn23)c1
-17,-3,NS(=O)(=O)c1ccc(CCNc2nn3c(-c4cccc(OC(F)(F)F)c4)cnc3s2)cc1
-1,-7,CCCCN1C(=O)C(CC(=O)NCc2cccc3ccccc23)CC(C(=O)N(C)C)=C1C (stereo not given)
4,4,CCCCCCn1cc(CN2CC(N3CCN(CCN(C)C)CC3)CS2(=O)=O)nn1 (stereo not given)
17,20,Clc1ccc(-c2nc3ccc(Cl)cn3c2Cc2cccc(Cl)c2)cc1
2,-2,C[C@H](NC(=O)CC[C@H]1O[C@@H](n2ccc(=O)[nH]c2=O)[C@H](O)[C@@H]1O)c1cccc2ccccc12
1,-3,Cc1nc2ccc(C(=O)N(C)Cc3ccco3)cn2c1N(C)C(=O)CCc1ccccc1
12,-12,N#Cc1cccc(OCCCN2CCC(C(O)(c3ccccc3)c3ccccc3)CC2)c1
-8,6,CCc1ccc(C(O)c2ncc(-c3ccc4ccccc4c3)[nH]2)cc1 (stereo not given)
-4,-6,O=C(CSCC(=O)OCC(=O)N1CCN(C(=O)c2ccco2)CC1)Nc1ccc(Cl)cc1
-2,-11,NC(=O)c1cccc(-c2ccnc3c2CC(C(=O)NCc2ccccc2)O3)c1 (stereo not given)

An excerpt from above in order of number of heavy atoms, rising:
CXCR6 block,EBI2 antag,canonical_smiles
-7,-7,COc1cc(C=NCc2ccccc2)ccc1O
17,20,Clc1ccc(-c2nc3ccc(Cl)cn3c2Cc2cccc(Cl)c2)cc1
-17,-3,NS(=O)(=O)c1ccc(CCNc2nn3c(-c4cccc(OC(F)(F)F)c4)cnc3s2)cc1

Going on with the list:
CXCR6 block,EBI2 antag,canonical_smiles
-4,-2,Cc1ccccc1-c1cnc(C(O)c2ccc(F)cc2C)[nH]1 (stereo not given)
0,-2,CC(C)C[C@@H]1CN(CCCC[C@H]2CNC(=O)C(=O)N2CCC2CCCCC2)C(=O)C(=O)N1CCC1CCCCC1
7,-3,O=C(/C=C/[C@H]1O[C@@H](n2ccc(=O)[nH]c2=O)[C@H](O)[C@@H]1O)NCCN1CCOCC1
-2,2,CCCC(=O)N1CCOCC1c1cc(C(=O)Nc2ccccc2)no1 (stereo not given)
2,4,Cc1ncccc1C(=O)N1CCCC(c2cc(C(=O)Nc3ccc(C(C)(C)C)cc3)no2)C1 (stereo not given)
-2,-3,Cn1c(NCc2cccnc2)nc2cc(-c3cccc(C(=O)NCCO)c3)sc2c1=O
-2,-19,O=C(COC(=O)C1CC(=O)N(Cc2ccccc2)C1)Nc1ccc([N+](=O)[O-])cc1Br (stereo not given)
-5,-2,OCCN1CCN(c2ncnc3c2ncn3[C@H]2CN(Cc3cccc(C(F)(F)F)c3)C[C@@H](CO)O2)CC1
4,9,COc1ccc(N2CC(C)(C)[C@H](CC(=O)Nc3ccc(Br)cc3)C2=O)cc1
-2,-4,OC[C@@H]1CN(Cc2cccs2)C[C@H](n2cnc3c(NC4CCC4)ncnc32)O1
-12,6,CC(=O)c1ccc(OC2(C)CCN(Cc3csc4ccccc34)C2)cc1 (stereo not given)
9,-11,Cc1ccc(C(=O)N2c3ccccc3Sc3ccccc32)cc1
-4,30,COCOc1cccc(CN2CCC2(C)C(=O)Nc2cc(OC)ccc2OC)c1 (stereo not given)
6,4,Cc1cccc(C)c1OCC(=O)Nc1cccc(S(=O)(=O)N2CCCCCC2)c1
-3,0,Cc1ccc(S(=O)(=O)N(C)[C@H]2C[C@H]3c4[nH]c5ccccc5c4CCN3C[C@H]2[C@H](C)O)cc1
-2,-6,CCOC(=O)c1ccc(-c2ccc(N3C(c4cccc(OC)c4)=Cc4ccc(F)cc4C3CC(C)=O)cc2)cc1F (stereo not given)
-4,10,COc1ccccc1NC(=O)COC(=O)c1c(NC(C)=O)sc(C)c1C
8,-1,COc1cc(CCN=Cc2cc(Cl)cc(Cl)c2O)c([N+](=O)[O-])cc1OC
1,1,Cc1ccc2c(c1)CO[C@]21O[C@H](CCO)C[C@H](O)[C@H]1O
12,16,O=C(Nc1nc(OCCN2CCCC2=O)cnc1/C=C\c1ccccc1)c1cc2ccccc2s1

Reprinted from the part before: 4 compounds, followed by the next part.
CXCR6 block,EBI2 antag,canonical_smiles
-4,10,COc1ccccc1NC(=O)COC(=O)c1c(NC(C)=O)sc(C)c1C
8,-1,COc1cc(CCN=Cc2cc(Cl)cc(Cl)c2O)c([N+](=O)[O-])cc1OC
1,1,Cc1ccc2c(c1)CO[C@]21O[C@H](CCO)C[C@H](O)[C@H]1O
12,16,O=C(Nc1nc(OCCN2CCCC2=O)cnc1/C=C\c1ccccc1)c1cc2ccccc2s1
8,21,CC1(C(=O)Nc2cccc3cccnc23)CCN1C(=O)Cc1ccc(Cl)cc1Cl (stereo not given)
-3,-6,O=C1NC[C@H](CCCCN2CCN(Cc3ccccc3)C(=O)C2=O)N(Cc2ccccc2)C1=O
-3,-7,C=CCn1c(SCC(=O)Nc2cc(C)on2)nc2ccccc21
-3,-9,COc1ccc(CNC(=O)/C=C/[C@H]2O[C@@H](n3cnc4c(NC(=O)c5ccccc5)ncnc43)[C@H](O)[C@@H]2O)cc1
10,-6,COc1ccc(C=C2CCC3C(=O)CCCC3(C)C2=O)cc1 (stereo not given)
-5,-6,CC(=O)C1=CCC(c2ccc(C(C)C)cc2)N(S(=O)(=O)c2ccc(C)cc2)C1 (stereo not given)
-3,1,CC1(C(=O)NCC2CCOCC2)Cc2c(-c3cccc(C(F)(F)F)c3)ccnc2O1 (stereo not given)
-8,-4,CCCNC(=O)c1cc(C2CCCCN2C(=O)c2cccs2)on1 (stereo not given)
0,-4,O=C(Nc1cccc(Oc2ccccc2)c1)C1Cc2c(-c3cccc(F)c3)ccnc2O1 (stereo not given)
-1,-13,CCOC(=O)[C@]12CCCC=C1N(Cc1ccc3c(c1)OCO3)C(=O)[C@H](CC(=O)NCc1ccc(OC)c(OC)c1)C2
-2,5,CN1C(=O)[C@H]2[C@@H](c3ccc(C(F)(F)F)cc3)N[C@]3(CCCN(Cc4ccc(F)cc4)C3=O)[C@H]2C1=O
-4,2,CSc1ccc(CN2CCC2(C)C(=O)Nc2ccc3c(c2)OCO3)cc1 (stereo not given)
-16,-1,COc1ccccc1-c1noc2c1C(=O)N(Cc1cn(-c3ccc(Cl)cc3)nn1)CC2
2,-4,CCOc1ccc(CCNS(=O)(=O)c2c(C)nc3sccn3c2=O)cc1OCC
4,-1,O=S(=O)(NC1CCCC1)c1ccc(F)cc1F
-3,-6,CCOC(=O)C1=C(C)NC(C)=C(C(=O)OCC)C1c1ccncc1
1,2,CCc1nc2c(OCc3ccc(F)cc3)cccn2c1N(C)C(=O)CC(C)C
-2,-5,N#CC(Cc1cccs1)c1nc2ccccc2[nH]1 (stereo not given)
-5,5,C=CCn1c(SCC(=O)N2CCN(C(=O)OCC)CC2)nc2c([nH]c3ccccc32)c1=O
-5,-9,CC(=O)Nc1ccc(-c2noc(-c3csc([C@@H]4C[C@H](O)[C@@H](CO)O4)n3)n2)cc1

Complete entries as entered above. Values in the order: CXCR6 block	EBI2 antag
Shown for `Cc1ccccc1-c1cnc(C(O)c2ccc(F)cc2C)[nH]1` (stereo not given) : -4	-2
Shown for `CCOC(=O)C1=C(C)NC(C)=C(C(=O)OCC)C1c1ccncc1` : -3	-6
Shown for `CC(=O)C1=CCC(c2ccc(C(C)C)cc2)N(S(=O)(=O)c2ccc(C)cc2)C1` (stereo not given) : -5	-6
Shown for `CCc1nc2c(OCc3ccc(F)cc3)cccn2c1N(C)C(=O)CC(C)C` : 1	2

(continued)
CXCR6 block,EBI2 antag,canonical_smiles
2,-10,COc1ccc(CCNC(=O)Nc2nc(C(N)CCc3ccccc3)cs2)cc1OC (stereo not given)
0,-2,COc1ccc(CC(=O)Nc2ccc(S(=O)(=O)Nc3cc(C)nc(C)n3)cc2)cc1OC
-3,-8,CCCN1CCC(C)(C(=O)Nc2cccc(OC(C)C)c2)C1 (stereo not given)
-4,0,Cc1onc(-c2ccccc2)c1C(=O)NC1CCCCC1C (stereo not given)
-4,23,O=C(c1ccoc1)N1CCN(c2cc(-c3cccc(F)c3)nc3cc(-c4cccc(Cl)c4)nn23)CC1
3,-7,CCCNC(=O)C1(C)CCCN(C(=O)c2ccc3snnc3c2)C1 (stereo not given)
0,-9,CC(C)[C@@H](CO)NC(=O)[C@H]1O[C@@H](n2cnc3c(N)ncnc32)[C@H](O)[C@@H]1O
-1,1,C[C@H]1CN([C@@H](C)CO)C(=O)CCCn2nncc2CO[C@@H]1CN(C)S(=O)(=O)c1cccc(C#N)c1
-1,-4,O=C(c1cccs1)N1C[C@@H](n2cc(C3CC3)nn2)[C@H](O)C[C@@H]1c1ccc(Cl)cc1
6,-6,O=C(O)CCC1C(=O)NC(=O)CC1c1ccccc1 (stereo not given)
5,18,Cc1cccc(C)c1Cn1c(C)c(C(=O)NCc2ccc(C#N)cc2)sc1=O
5,9,CC(=O)OC[C@@H]1CN(Cc2ccccc2)C[C@H](n2cnc3c(N(C)C(C)C)ncnc32)O1
3,3,CCc1nc2ccc(C(=O)N3CCN(C(C)=O)CC3)cn2c1N(CCC(C)C)CCN(C)C
10,-1,CCn1c(C)cc(C(=O)COC(=O)CNC(=O)c2ccco2)c1C
-4,-11,C[C@H](O)[C@@H]1CN2CCc3c([nH]c4ccccc34)[C@@H]2C[C@@H]1N(C)C(=O)Nc1ccc(Br)cc1
5,-3,CC(C)[C@H](CO)NC(=O)[C@H]1O[C@@H](n2ccc(=O)[nH]c2=O)[C@H](O)[C@@H]1O
7,6,COc1ccc(Nc2nc3cc(-c4ccsc4)sc3c(=O)n2C)cc1OC
2,5,CC(C)(C)c1ccc(S(=O)(=O)NC(=O)C2(C)CCN2C(=O)Cc2cc(F)ccc2F)cc1 (stereo not given)
6,34,CC1(C)CC(=O)C=C(c2ccc(COC(=O)C(c3ccccc3)c3ccccc3)cc2)C1=O
12,-8,COc1ccc(Cc2c(-c3cccc(Cl)c3)nc3ccc(C)cn23)c(C)c1
1,1,COc1cccc(C(=O)N2CCC2(C)C(=O)NC(C)C)c1 (stereo not given)
1,-11,CC(C)(C)c1ccc(C(=O)N2CCC2(C)C(=O)NCc2ccc3c(c2)OCO3)cc1 (stereo not given)
-3,-6,CC(=O)Nc1cccc(-c2ccnc3c2CC(C(=O)NCc2ccc(N(C)C)cc2)O3)c1 (stereo not given)
1,-7,CCOc1ccc(S(=O)(=O)NCCC(=O)NNC(=O)c2ccc(F)cc2)cc1
0,-8,CC(=O)NCCNC(=O)C1Cc2c(-c3cccc(NC(C)=O)c3)ccnc2O1 (stereo not given)
9,9,O=c1[nH]c(=O)n2c(c1-c1ccccc1)OC(CBr)C2 (stereo not given)
2,-4,COc1ccccc1N1CCN(S(=O)(=O)CCNC(=O)c2ccco2)CC1
6,24,O=C(c1ccccc1)N1CCN(c2cc(-c3ccccc3)nc3cc(-c4cccc(Cl)c4)nn23)CC1
-2,-7,C[C@H](CO)N1C[C@H](C)[C@@H](CN(C)C(=O)c2cnccn2)Oc2ncc(Br)cc2C1=O
4,-5,COc1ccc(CNC(=O)O[C@H]2Cn3c(=O)ccc(=O)n3[C@@H]3CN(S(=O)(=O)c4ccc(C)cc4)C[C@]23O)cc1OC
-7,-5,CC(C)(C)C(=O)Nc1ccc(N2CCN(C(=O)c3cccs3)CC2)cc1
8,19,CC(C)(C)n1nnnc1C(c1cccs1)N1CCN(C/C=C/c2ccccc2)CC1 (stereo not given)
-1,-14,COCCNc1nc2cc(-c3cccc(C(F)(F)F)c3)sc2c(=O)n1C
-3,17,CC(O)(c1cccnc1)c1nc(-c2cccc(C(F)(F)F)c2)cs1 (stereo not given)
-8,28,CC1=CC(C)(C(Cl)(Cl)Cl)C(C)=CC1=NO (stereo not given)
-3,-2,COCOCCn1cc(CN2CCS(=O)(=O)N(Cc3ccc(-c4cccc(CO)c4)cc3)C(C(C)C)C2=O)nn1 (stereo not given)
-4,-3,COc1ccc(CN2C(=O)c3ccccc3C2c2nnnn2-c2c(C)cccc2C)cc1OC (stereo not given)
-5,27,Cn1cc(-c2ccc(C(=O)Nc3cccc(Oc4ccccc4)c3)c3occc23)cn1
2,-7,COc1ccc([C@H]2CC(=O)C[C@@H](CCn3cc(C(C)C)nn3)O2)cc1
3,4,CC(C)(CO)CN1CCC(n2nccc2NC(=O)C2CCOC2)CC1 (stereo not given)
4,-5,O=C(C[C@H]1C[C@@H]2c3cc(NC(=O)Nc4ccccc4)ccc3O[C@@H]2[C@@H](CO)O1)NCC1CC1
-6,5,C=C(C)Cn1c2ccc(NC(=O)NCCc3cccs3)cc2c(=O)n1C
-1,10,Cc1ccsc1C(=O)N1CCC1(C)C(=O)NCc1cccc2ccccc12 (stereo not given)
-3,-4,CC(CC(=O)Nc1ccc2c(c1)c(=O)n(C)n2Cc1ccc(F)cc1)C(F)(F)F (stereo not given)
8,1,CCN(C(=O)COC(=O)CNS(=O)(=O)c1ccc(C)cc1)C1CCS(=O)(=O)C1 (stereo not given)
